PI4K2A block: qHTS for small molecular inhibitors of PI4K2A | Phosphatidylinositol 4-kinase type 2-alpha (Homo sapiens), Q9BTU6 | purified PI4K2A, ADP-Glo luminescence, 1 h; active compounds read low | activity change, negative = inhibition, % at 76.9 µM | actives 0.13% (n = 420,000) | AID 1346378, 2018; in the data active = activity change below about -50%; inconclusive = mostly about -30% to -49%;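 also: -100% = wells without enzyme as full effect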
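Compounds are screened against recombinant PI4K2A using PI as substrate and ATP, the latter dispensed at 300 microM. Reactions run one hour at ambient temperature before ADP-Glo detection; full inhibition defined by wells lacking enzyme.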
Vif-APOBEC3F blk: qHTS for Inhibitors of Vif-A3F Interactions: qHTS; HeLa A3F-eYFP + Vif (tagged APOBEC3F with the HIV-1 protein that degrades it), YFP fluorescence increase; Potency, µM (top dose mostly 46.1 µM), inactives show at the highest dose activity, negative = active; actives 0.2% (n = 390,000); also: potency is read from the fitted curve at half-maximal effect; % of control where 0% means no effect; nearly all actives have a fitted effect of over 65% in size
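Fluorescence increase (Ex 488/Em 500-530) after overnight compound treatment at 37 deg C flags inhibition of Vif-driven A3F-eYFP loss in stable HeLa A3F-eYFP/Vif cells seeded overnight beforehand.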
LDHA block: qHTS assay for inhibitors of human lactate dehydrogenase; L-lactate dehydrogenase A chain (Homo sapiens), P00338; purified LDHA, NADH/diaphorase-resazurin fluorescence; active compounds read low; activity change, % (values are at about 110 or 230 µM); actives 0.15% (n = 480,000); AID 1347041, 2019; in the data active = activity change below about -30%; inconclusive = mostly about -25% to -30%;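 also: plate controls were DMSO wells for no effect and wells without enzyme for full effect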
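Human LDH5 (2 nM) was incubated with 0.06 mM NADH and 0.2 mM pyruvate for 5 min at room temperature in Tris pH 7.4. Remaining NADH was coupled through diaphorase/resazurin, and resorufin fluorescence was read at 0 and 20 min.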
Glioma ERSR ind: qHTS for Inducers of the Endoplasmic Reticulum Stress Response (ERSR) in Human Glioma: qHTS; U87-MG GRP78 promoter luciferase reporter, 16 h; actives 0.02% (n = 420,000); Potency, µM, for inactives: at the highest dose activation, actives largely listed as activators; AID 602332, 2012; also: potency is read from the fitted curve at half-maximal effect; series mostly up to about 76 µM; % of control where 0% means no effect; nearly all actives have a fitted effect of over 35% in size
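Stably transfected U87-MG human glioma cells carrying a GRP78-based luminescent sensor were seeded at 1000 cells/well, pin-dosed with compounds and incubated 16 h. Luciferase reagent was then added, and end-point luminescence was read after 10 min at room temperature.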
IDH1 R132H inh: qHTS for Inhibitors of mutant isocitrate dehydrogenase 1 (IDH1): qHTS. Isocitrate dehydrogenase [NADP] cytoplasmic (Homo sapiens), O75874. IDH1-R132H enzyme, NADPH consumption, diaphorase/resazurin fluorescence. Potency, µM (doses to about 76.6 µM), inactives show at the highest dose activity change, negative = inhibition, hits mostly inhibitors. actives 0.093% (n = 390,000). AID 602179, 2012; also: potency is read from the fitted curve at half-maximal effect; % is scaled to controls: 0 for no effect and ±100 for the full control effect; nearly all actives have a fitted effect of over 65% in size
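IDH1-R132H (0.5 ug/mL) preincubated 30 min with compound, then NADPH (0.016 mM) and alpha-KG (2 mM) added; 80 min at RT, pH 7.5. Remaining NADPH coupled via diaphorase/resazurin to fluorescence (540/590 nm); concentration-response curves normalized to no-enzyme control.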
TrxR1 substrate: qHTS Assay for Substrates of Mammalian Selenoprotein Thioredoxin Reductase 1 (TrxR1): qHTS; actives 0.01% (n = 390,000); Thioredoxin reductase 1, cytoplasmic (Rattus norvegicus), O89049; Potency, µM (highest dose often 114 µM), without a hit: top-dose activity change, negative = substrate turnover; purified TrxR1 substrate turnover, NADPH consumption readout; also: potency is read from the fitted curve at half-maximal effect; % is scaled to controls: 0 for no effect and ±100 for the full control effect; nearly all actives have a fitted effect of over 50% in size
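Rat TrxR1, dispensed at 90 nM, was prereduced with 400 uM NADPH (final) for 5 min at ~22 deg C, then incubated with compound 15 min before 400 uM selenite. A first-read NADPH fluorescence drop versus no-compound background flagged substrates.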
Vif-APOBEC3G blk: qHTS for Inhibitors of Vif-A3G Interactions: qHTS; DNA dC->dU-editing enzyme APOBEC-3G (Homo sapiens), Q9HC16; HeLa A3G-eYFP + Vif (tagged APOBEC3G with the HIV-1 protein that degrades it), YFP fluorescence, overnight; Potency, µM (doses to about 46.1 µM), for the others: at the top dose activity, negative = active, hits mostly inhibitors; actives 0.076% (n = 410,000); AID 602310, 2012;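 also: potency is read from the fitted curve at half-maximal effect; % is scaled to controls: 0 for no effect and ±100 for the full control effect; nearly all actives have a fitted effect of over 60% in size; hits raise eYFP signal because A3G escapes Vif-driven loss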
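Read-out is eYFP fluorescence (Ex 488/Em 500-530) from Vif-expressing HeLa A3G-eYFP cells; more signal means A3G escaped Vif-mediated degradation. Cells plated overnight, compound pinned in, incubated overnight at 37 deg C.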
USP1-UAF1 inh: Inhibitors of USP1/UAF1: Primary Screen; Ubiquitin carboxyl-terminal hydrolase 1 (Homo sapiens), O94782; recombinant USP1/UAF1, Ub-Rhodamine cleavage fluorescence; Potency, µM (doses to about 57.1 µM), for inactives: top-dose activity change, negative = inhibition, hits mostly inhibitors; actives 0.23% (n = 390,000); AID 743255, 2014; also: potency is read from the fitted curve at half-maximal effect; % is scaled to controls: 0 for no effect and ±100 for the full control effect; nearly all actives have a fitted effect of over 60% in size; inactives centre near -12
Target sequence (O94782 whole entry, looked up): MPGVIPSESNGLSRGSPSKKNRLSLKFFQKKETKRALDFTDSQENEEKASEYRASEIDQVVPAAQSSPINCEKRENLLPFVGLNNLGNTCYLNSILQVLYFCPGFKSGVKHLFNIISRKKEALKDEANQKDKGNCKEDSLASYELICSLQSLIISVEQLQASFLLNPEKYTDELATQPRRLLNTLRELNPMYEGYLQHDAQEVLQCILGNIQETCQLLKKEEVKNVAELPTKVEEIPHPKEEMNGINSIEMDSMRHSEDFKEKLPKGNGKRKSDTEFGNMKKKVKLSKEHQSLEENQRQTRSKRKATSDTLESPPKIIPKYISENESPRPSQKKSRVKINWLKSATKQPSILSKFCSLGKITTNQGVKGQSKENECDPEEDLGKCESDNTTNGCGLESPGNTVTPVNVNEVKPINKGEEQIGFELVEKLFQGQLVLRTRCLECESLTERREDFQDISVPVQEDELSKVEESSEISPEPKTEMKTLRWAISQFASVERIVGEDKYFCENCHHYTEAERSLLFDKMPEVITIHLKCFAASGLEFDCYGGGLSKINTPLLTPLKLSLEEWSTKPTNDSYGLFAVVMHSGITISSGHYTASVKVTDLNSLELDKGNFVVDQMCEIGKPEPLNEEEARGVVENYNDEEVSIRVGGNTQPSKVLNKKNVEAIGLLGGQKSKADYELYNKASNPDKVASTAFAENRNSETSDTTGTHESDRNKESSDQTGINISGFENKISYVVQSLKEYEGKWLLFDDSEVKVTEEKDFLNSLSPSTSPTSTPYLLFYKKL
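USP1/UAF1 complex at 1 nM was preincubated with compound for 15 min at room temperature, then Ub-Rho substrate (150nM final) was added. Fluorescence (480/540 nm) was read kinetically, 6 reads every 60 seconds.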
RXFP1 ag: qHTS Assay for Agonists of the Relaxin Receptor RXFP1; AID 2676, 2010; actives 0.3% (n = 370,000); Potency, µM (highest dose often 57.5 µM), inactives show top-dose activation, hits mostly activators; HEK293T-RXFP1 cAMP TR-FRET, 30 min; response scale: percent of porcine relaxin response, buffer zero; also: potency is read from the fitted curve at half-maximal effect; % is scaled to controls: 0 for no effect and ±100 for the full control effect; nearly all actives have a fitted effect of over 60% in size; many of its hits are not listed in these tables
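cAMP rise read by TR-FRET after 30 min, 37C compound exposure (up to 58 uM) in RXFP1-transfected HEK293 cells with Ro 20174 present. EC50 from Hill-equation fits, with 29 nM porcine relaxin as 100% and buffer as basal.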
* = called active by the depositor; ? = inconclusive; . = not tested or not shown; & = joins results of further samples; [ ] = remark or other dose. Unless noted, calls follow the shape of the dose curve; as a rule, active = well fitted curve in the direction sought with a large enough effect; inconclusive = small, poorly fitted or top-dose-only effect, or another doubt; inactive = no such curve, though single readings can be large; an effect the other way counts as inactive or inconclusive. The list is partial, so the mix of outcomes need not match the whole.

SMILES	PI4K2A block	Vif-APOBEC3F blk	LDHA block	Glioma ERSR ind	IDH1 R132H inh	TrxR1 substrate	Vif-APOBEC3G blk	USP1-UAF1 inh	RXFP1 ag
O=C(CSc1nc2cccnc2n1Cc1ccccc1)N1CCCC1	1	-3%	-1	-5%	0%	-8%	-5%	-4%	-0.4%
OCCC1CN(Cc2ccc3nsnc3c2)CCN1C1CCCC1 (stereo not drawn)	9	2%	-2	-4%	8%	0%	0%	-21%	-1.0%
CCCCNC(=O)C1Cc2cc(S(=O)(=O)N3CCCC3)ccc2N1C(C)=O (stereo not drawn)	11	4%	-3	3%	-5%	3%[57.1 µM]	-4%	?	-1.0%
O=C(CCCn1ncn2c(cc3occc32)c1=O)N1CCc2ccccc2C1	1	1%	-3	-2%	-1%	-7%	-5%	-8%	3.6%
CCOC(=O)c1ccc(-n2c(C)ccc2C)cc1	4	0%	-6	-5%	5%	-17%	0%	-9%	-0.1%
COc1cccc(C(O)c2nc(-c3ccc(Cl)cc3)cs2)c1 (stereo not drawn)	3	.	2	0%	.	.	-20%	.	.
COc1cccc2c1OCC/C2=N\NC(=O)COc1ccc(C)cc1	-5	0%	-2	-2%	1%	-18%	0%	-8%	-0.6%
O=C(CSc1nnc(Cn2nnc3ccccc32)o1)Nc1ccc(Cl)cc1	-8	-14%	-8	-2%	-3%	6%	0%	-4%	0.5%
CC(Sc1nc(N)c2c3c(sc2n1)CSC(C)(C)C3)C(=O)Nc1ccccc1 (stereo not drawn)	-7	5%	0	-3%	7%	1%	0%	?	9.1%
CCCN1CCC(NC(=O)C2CC=CCC2C(=O)O)CC1 (stereo not drawn)	-3	1%	0	-6%	-9%	-14%	-10%	-20%	-1.3%

Compound profiles, from the list above:
`CCCN1CCC(NC(=O)C2CC=CCC2C(=O)O)CC1` (stereo not drawn) reads PI4K2A block = -3; Vif-APOBEC3F blk = 1%; LDHA block = 0; Glioma ERSR ind = -6%; IDH1 R132H inh = -9%; TrxR1 substrate = -14%; Vif-APOBEC3G blk = -10%; USP1-UAF1 inh = -20%; RXFP1 ag = -1.3%
`CCOC(=O)c1ccc(-n2c(C)ccc2C)cc1` reads PI4K2A block = 4; Vif-APOBEC3F blk = 0%; LDHA block = -6; Glioma ERSR ind = -5%; IDH1 R132H inh = 5%; TrxR1 substrate = -17%; Vif-APOBEC3G blk = 0%; USP1-UAF1 inh = -9%; RXFP1 ag = -0.1%

(list continues)
SMILES	PI4K2A block	Vif-APOBEC3F blk	LDHA block	Glioma ERSR ind	IDH1 R132H inh	TrxR1 substrate	Vif-APOBEC3G blk	USP1-UAF1 inh	RXFP1 ag
COc1c(C)c2c(c(O)c1C/C=C(\C)CCC(=O)O)C(=O)OC2	-5&0	-7%	0	-2%&-5%&-3%&-4%&-6%&-6%&-5%	-16%	9%	-1%	7%	.
CC(C)CCN1CCN(Cc2cccn2-c2ccccn2)CC1CCO (stereo not drawn)	1	-22%	-7	-4%	-5%	8%[57.1 µM]	-3%	7%	-0.9%
O=S(=O)(NCc1cc(-c2ccccc2)no1)c1ccc(Cl)cc1	4	-9%	-10	0%	2%	-3%	1%	-8%	-0.6%
Cc1ccc(C(=O)N2CCN(S(=O)(=O)N3CCCCCC3)CC2)cc1	-7	-19%	-3	-3%	5%	18%	-1%	-9%	-4.1%
CCCCNC(=S)NC(C)(C)CO	-1	-6%	-2	-2%	-2%	1%	1%	-3%	-2.6%
CCOc1ccc2c(c1)c(N=O)c(O)n2C	0	-21%	-1	-3%	-1%	-5%	-1%	6%	-2.0%
CN(CCc1ccccn1)c1ncnc2[nH]ncc12	1	-2%	-10	3%	-5%	3%[57.1 µM]	0%	-20%	0.7%
O=C(CSc1nc2scc(-c3ccccc3)c2c(=O)[nH]1)N1CCOCC1	-2	-9%	-5	-3%	6%	-7%	0%	-19%	0.1%
O=C(CC1N=C2c3ccccc3N=C(SCc3ccc(Cl)cc3)N2C1=O)NCCc1ccccc1 (stereo not drawn)	-4	1%	4	4%	2%	10%[57.1 µM]	-2%	-27%	7.4%
CC(=O)c1cccc(N(C(=O)c2ccco2)C(C(=O)NC2CCCC2)c2ccccc2F)c1 (stereo not drawn)	3	2%	-3	-4%	23µM*	1%	0%	-5%	2.8%

Exported with two lines to a compound: 4 of the compounds above
Every second line gives: PI4K2A block	Vif-APOBEC3F blk	LDHA block	Glioma ERSR ind	IDH1 R132H inh	TrxR1 substrate	Vif-APOBEC3G blk	USP1-UAF1 inh	RXFP1 ag
- CN(CCc1ccccn1)c1ncnc2[nH]ncc12
→ 1	-2%	-10	3%	-5%	3%[57.1 µM]	0%	-20%	0.7%
- O=C(CSc1nc2scc(-c3ccccc3)c2c(=O)[nH]1)N1CCOCC1
→ -2	-9%	-5	-3%	6%	-7%	0%	-19%	0.1%
- O=C(CC1N=C2c3ccccc3N=C(SCc3ccc(Cl)cc3)N2C1=O)NCCc1ccccc1 (stereo not drawn)
→ -4	1%	4	4%	2%	10%[57.1 µM]	-2%	-27%	7.4%
- CC(=O)c1cccc(N(C(=O)c2ccco2)C(C(=O)NC2CCCC2)c2ccccc2F)c1 (stereo not drawn)
→ 3	2%	-3	-4%	23µM*	1%	0%	-5%	2.8%

Further compounds:
SMILES	PI4K2A block	Vif-APOBEC3F blk	LDHA block	Glioma ERSR ind	IDH1 R132H inh	TrxR1 substrate	Vif-APOBEC3G blk	USP1-UAF1 inh	RXFP1 ag
N#CCCn1cc(/C=N/O)c(-c2ccc(-c3ccccc3)cc2)n1	-5	3%	2	-2%	-3%	-13%	-24%	-9%	2.0%
O=c1c2[nH]c3ccccc3c2ncn1CCN1CCOCC1	3	-6%	-2	-1%	-2%	-7%[57.1 µM]	0%	-4%	0.9%
Clc1ccc(-c2csc(N3CCC(c4ccccc4)C3)n2)cc1 (stereo not drawn)	3	-4%	-1	8%	3%	0%	1%	-7%	1.8%
CCCc1nc(SCC(=O)Nc2ccc(N3CCOCC3)cc2)c2ccccc2n1	-6	-5%	1	-4%	3%	-10%	-4%	-3%	2.3%
O=C(Nc1ccccc1Cl)c1cc(C2CCCCN2C(=O)c2ccccc2)on1 (stereo not drawn)	2	.	-5	-4%	.	.	3%	.	.
O=C(NCCCCNC(=O)c1ccc(Cl)s1)c1ccc(Cl)s1	0	6%	-10	2%	1%	9%[57.1 µM]	-4%	-17%	16%
CCOc1cc(CNC(=O)c2sc3ncnc(N(C)C4CCCCC4)c3c2C)ccc1OC	-4	.	-4	.	.	-7%[57.1 µM]	.	-14%	9.8%
CC1=C(C(=O)N2CCOCC2)C(c2ccc(OC(F)F)cc2)NC(=S)N1c1ccccc1 (stereo not drawn)	5	-13%	-5	-3%	-1%	8%[57.1 µM]	0%	-15%	1.4%
NC(=O)Cn1c(-c2nonc2N)nc2ccccc21	-1	-6%	-3	-4%	2%	0%	-2%	-12%	-0.1%
CC(C)CCNC(=O)Cc1csc(-c2ccccc2)n1	2	-10%	3	4%	3%	-2%[57.1 µM]	0%	-10%	9.1%
COc1ccccc1CCNC(=O)C1CCC(=O)N(C2CC2)C1 (stereo not drawn)	3	-2%	-2	1%	1%	2%	2%	-22%	-0.2%
COc1ccc(CNCCC(c2ccc(OC(C)C)cc2)c2ccccc2OC)cc1OC (stereo not drawn)	-3	11%	-3	-6%	-1%	11%[57.1 µM]	1%	-22%	-2.7%
CCOC(=O)N1CCC(NS(=O)(=O)c2cc3c(cc2Cl)NC(=O)CO3)CC1	-3	6%	-1	-4%	-3%	8%[57.1 µM]	-5%	-10%	-0.1%
CC1=C(C(=O)Nc2ccccc2)C(c2ccc(C)o2)N2C(=O)CSC2=N1 (stereo not drawn)	-29	0%	-1	-1%	-18%	-14%	-1%	2%	2.5%
CC1C/C(=N/N2C(=O)CSC2=S)CC(C)(C)C1 (stereo not drawn)	-3	-7%	3	-6%	0%	-9%	1%	-9%	-0.7%
CN(C)c1ccc(/C=N/NC(=O)CNC(=O)c2ccco2)cc1	-2	4%	1	-1%	2%	83%	-5%	-19%	5.1%
CCOc1ccc(NC(=O)CN(C)c2ccc(S(=O)(=O)N3CCOCC3)cn2)cc1OCC	4	-19%	-2	-4%	6%	-4%	2%	-14%	3.6%
C=C(C)Cn1c(C)cc(C)c(S(=O)(=O)c2ccc(C)cc2)c1=O	0	-26%	8	-3%	13%	3%	3%	?	0.5%
S=c1[nH]nc(COc2ccccc2)n1/N=C/c1ccco1	1	3%	-4	-2%	-7%	5%	-3%	-17%	5.4%
Cc1cc(C(=O)CSc2nnc(-c3ccccc3)n2C)c(C)n1C	-3	1%	-1	-1%	3%	-2%	1%	-7%	0.7%
COc1ccc(Nc2nc3cc(-c4ccccc4C)sc3c(=O)n2C)cc1OC	0	.	11	0%	.	.	-2%	.	.
